Source: PubChem BioAssay (National Center for Advancing Translational Sciences (NCATS))
Caspase-7 inhib = qHTS Assay for Allosteric/Competitive Inhibitors of Caspase-7. P55210. recombinant caspase-7, Ac-DEVD-AFC fluorescence rate. Potency, µM (doses to about 57.5 µM), for the others: at the highest dose activity change, negative = inhibition, most hits filed as inhibitors. 0.02% of 75,000 active; active = well fitted inhibition curve with a large enough effect in the main read-out, with a control signal flat, not every such curve was filed as active; inconclusive = small, poorly fitted or top-dose-only effect, or a change in a side signal; also: potency is read from the fitted curve at half-maximal effect; % of control where 0% means no effect
USP2a inhib = qHTS Assay for Inhibitors of Ubiquitin-specific Protease USP2a; 0.1% of 60,000 active; AID 927, 2007; Ubiquitin carboxyl-terminal hydrolase 2 (Homo sapiens), O75604; Potency, µM (top dose mostly 38.3 µM), inactives show at the highest dose activity change, negative = inhibition, usual class: inhibitors; USP2a enzymatic assay, qHTS inhibition;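 also: potency is read from the fitted curve at half-maximal effect; nearly all actives have a fitted effect of over 60% in size; plate controls were DMSO for no effect and NEM full inhibition control for full effect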
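USP2 core (20 nM final) was preincubated with compound for 30 min at RT in 20 mM Tris-HCl pH 8.0, 2 mM CaCl2, 2 mM beta-mercaptoethanol; Ub-PLA2 (20 nM) plus NBD C6-HPC (20 uM) then added, fluorescence read after 2.5 h.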
DNA Pol III inh = qHTS Assay for Inhibitors of DNA Polymerase III Holoenzyme System; reconstituted DNA polymerase III holoenzyme replication, biochemical; Potency, µM (highest dose often 57.1 µM), without a hit: top-dose activity change, negative = inhibition; 0.25% of 71,000 active; also: potency is read from the fitted curve at half-maximal effect; % is scaled to controls: 0 for no effect and ±100 for the full control effect
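Reconstituted *E. coli* holoenzyme (0.35 nM Pol III, 1 nM beta, 154 nM SSB, 2 nM primase) was preincubated with compound for 15 min at RT. Synthesis on 1.4 nM ssM13Gori ran 35 min, then was stopped with PicoGreen/EDTA and read as dsDNA fluorescence.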
BRCT PPI red = qHTS Assay for Inhibitors of BRCT-Phosphoprotein Interaction (Red Fluorophore); Breast cancer type 1 susceptibility protein (Homo sapiens), P38398; BRCT-phosphopeptide binding, red fluorescence polarization; Potency, µM (top dose mostly 76.9 µM), inactives show at the highest dose activity change, negative = inhibition, usual class: inhibitors; 0.03% of 75,000 active; AID 892, 2007; also: % is scaled to controls: 0 for no effect and ±100 for the full control effect
Target sequence (P38398 whole entry, looked up): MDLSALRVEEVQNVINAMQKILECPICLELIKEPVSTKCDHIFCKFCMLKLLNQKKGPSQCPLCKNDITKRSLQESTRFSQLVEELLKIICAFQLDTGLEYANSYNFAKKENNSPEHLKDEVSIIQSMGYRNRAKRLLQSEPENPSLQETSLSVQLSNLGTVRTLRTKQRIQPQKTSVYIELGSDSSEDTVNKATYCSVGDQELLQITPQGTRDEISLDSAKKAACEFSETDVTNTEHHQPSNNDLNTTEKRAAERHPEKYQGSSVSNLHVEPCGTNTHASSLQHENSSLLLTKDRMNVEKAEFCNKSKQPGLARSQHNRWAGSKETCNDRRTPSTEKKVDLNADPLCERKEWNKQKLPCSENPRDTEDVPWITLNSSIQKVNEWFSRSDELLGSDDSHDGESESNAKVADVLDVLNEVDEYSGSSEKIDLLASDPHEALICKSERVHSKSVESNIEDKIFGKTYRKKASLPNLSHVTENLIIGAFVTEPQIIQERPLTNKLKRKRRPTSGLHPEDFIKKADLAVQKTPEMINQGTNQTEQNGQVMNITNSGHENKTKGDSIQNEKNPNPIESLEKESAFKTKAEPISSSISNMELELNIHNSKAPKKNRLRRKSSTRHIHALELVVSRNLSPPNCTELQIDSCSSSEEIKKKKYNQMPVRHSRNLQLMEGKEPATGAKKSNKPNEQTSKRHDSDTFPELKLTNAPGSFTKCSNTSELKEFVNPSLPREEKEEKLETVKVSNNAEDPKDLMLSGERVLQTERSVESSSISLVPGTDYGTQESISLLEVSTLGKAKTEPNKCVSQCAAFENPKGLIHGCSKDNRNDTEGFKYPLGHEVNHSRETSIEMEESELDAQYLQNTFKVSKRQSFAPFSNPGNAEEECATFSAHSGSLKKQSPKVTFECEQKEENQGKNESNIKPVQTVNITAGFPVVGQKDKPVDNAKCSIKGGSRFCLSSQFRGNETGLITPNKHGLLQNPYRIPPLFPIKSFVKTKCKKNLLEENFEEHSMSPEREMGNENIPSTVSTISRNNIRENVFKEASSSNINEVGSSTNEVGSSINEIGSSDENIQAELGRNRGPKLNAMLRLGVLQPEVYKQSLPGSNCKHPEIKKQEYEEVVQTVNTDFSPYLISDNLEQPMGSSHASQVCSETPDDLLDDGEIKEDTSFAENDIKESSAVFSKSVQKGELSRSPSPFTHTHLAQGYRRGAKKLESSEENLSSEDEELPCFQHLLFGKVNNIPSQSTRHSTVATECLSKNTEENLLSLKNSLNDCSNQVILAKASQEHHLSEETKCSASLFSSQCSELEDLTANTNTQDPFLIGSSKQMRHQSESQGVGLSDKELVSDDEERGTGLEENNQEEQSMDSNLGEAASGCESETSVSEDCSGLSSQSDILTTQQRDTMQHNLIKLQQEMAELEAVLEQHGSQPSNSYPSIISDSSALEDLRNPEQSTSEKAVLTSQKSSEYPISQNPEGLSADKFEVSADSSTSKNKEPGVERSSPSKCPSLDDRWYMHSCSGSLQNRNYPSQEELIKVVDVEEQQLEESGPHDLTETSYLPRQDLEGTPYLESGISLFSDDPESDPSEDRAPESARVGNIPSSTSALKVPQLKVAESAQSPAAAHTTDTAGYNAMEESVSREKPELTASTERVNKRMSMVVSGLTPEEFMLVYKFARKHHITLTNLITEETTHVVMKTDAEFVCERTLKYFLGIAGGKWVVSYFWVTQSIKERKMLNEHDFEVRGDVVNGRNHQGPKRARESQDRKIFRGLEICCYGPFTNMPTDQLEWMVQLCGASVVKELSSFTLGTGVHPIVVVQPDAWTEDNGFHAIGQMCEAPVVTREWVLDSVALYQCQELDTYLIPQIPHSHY
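Rhodamine-labelled pBACH1 10-mer (100 nM) bound to BRCT domain (100 nM) at pH 7.3; compounds incubated 12 min room temperature, polarization read. Free peptide defines full inhibition; unlabelled decapeptide titrated as control.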
Tau filament bind = qHTS Assay for Tau Filament Binding. Microtubule-associated protein tau (Homo sapiens), P10636. recombinant tau filaments, thioflavin S fluorescence, 15 h; filaments grown with octadecylsulfate alongside compound. Potency, µM (series often up to 57.1 µM), for inactives: top-dose activity change, negative = inhibition. 2% of 71,000 active. AID 596, 2007;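 also: potency is read from the fitted curve at half-maximal effect; % is scaled to controls: 0 for no effect and ±100 for the full control effect; actives lower thioflavin S fluorescence by blocking filaments or displacing dye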
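ThS-based fibril read: tau 1 uM final, inducer ODS 30 uM final, 37 C for 15 h, ex 450/em 510 nm.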
HEK293 cAMP ctrl = qHTS Assay for Agonists of the Thyroid Stimulating Hormone Receptor: Activators of Intracellular cAMP Concentrations in Parental HEK 293; parental HEK293 CNG cAMP sensor, membrane potential fluorescence; Potency, µM (top dose mostly 57.1 µM), without a hit: at the highest dose activation, actives largely listed as activators; 2.5% of 73,000 active; AID 938, 2007; also: potency is read from the fitted curve at half-maximal effect; % of control where 0% means no effect; nearly all actives have a fitted effect of over 55% in size
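Parental HEK 293 cells stably expressing a modified CNG channel (no TSHR) report cAMP rise as membrane depolarization. Membrane potential dye with 100 uM RO 20-1724 was loaded for 60 min at room temperature, then compound added for 30 min; fluorescence read at 590 nm.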
Casp1 inh = qHTS Assay for Allosteric/Competitive Inhibitors of Caspase-1. 0.03% of 75,000 active. Caspase-1 enzyme, Ac-WEHD-AFC fluorogenic rate. AID 900, 2007. Potency, µM (doses to about 57.5 µM), without a hit: top-dose activity change, negative = inhibition, hits mostly inhibitors;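 also: potency is read from the fitted curve at half-maximal effect; plate controls were vehicle for no effect and no substrate for full effect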
BRCT inh green = qHTS Assay for Inhibitors of BRCT-Phosphoprotein Interaction (Green Fluorophore) | Potency, µM (titrated, usually from 76.9 µM), for inactives: at the top dose activity change, negative = inhibition, usual class: inhibitors | 0.05% of 75,000 active | Breast cancer type 1 susceptibility protein (Homo sapiens), P38398 | BRCA1 BRCT-phosphopeptide binding, green fluorescence polarization;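 also: potency is read from the fitted curve at half-maximal effect; plate controls were peptide without protein for full effect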
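Compounds were incubated for 12 min at room temperature with a complex of 100 nM fluorescein-tagged pBACH1 decapeptide and 250 nM His-tagged BRCT protein. Buffer was phosphate pH 7.3 with EDTA, DTT and Tween 20. Disruption of binding lowers the polarization signal.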
HADH2 inhib = qHTS Assay for Inhibitors of HADH2 (Hydroxyacyl-Coenzyme A Dehydrogenase, Type II); 3.4% of 73,000 active; Potency, µM (top dose mostly 57.1 µM), for the others: top-dose activity change, negative = inhibition, most hits filed as inhibitors; 3-hydroxyacyl-CoA dehydrogenase type-2 (Homo sapiens), Q99714; recombinant HADH2, NADH fluorescence, beta-hydroxybutyryl-CoA; AID 886, 2007; also: potency is read from the fitted curve at half-maximal effect; % is scaled to controls: 0 for no effect and ±100 for the full control effect; nearly all actives have a fitted effect of over 60% in size; many of its hits are not listed in these tables
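Activity measured as NADH fluorescence gain (360/450 nm), taken as the change between first and last reads of a 4-min kinetic run. Conditions: pH 9.0 Tris buffer, 20 nM E. coli-expressed His-tagged enzyme, 1 mM NAD+, 90 uM beta-hydroxybutyryl-CoA; 15-min compound preincubation.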
Rhodamine autofl = qHTS Assay for Spectroscopic Profiling in Rhodamine Spectral Region; Rhodamine-region fluorescence, 547/598 nm, Tris buffer; active compounds read high; max dye-equivalent concentration, M; 0.05% of 59,000 active; in the data active = max dye-equivalent concentration above about 11 nM; inconclusive = between about 1.1 nM and that limit
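Intensities are converted to rhodamine-equivalent concentration using a six-point rhodamine standard on each plate. Compounds sit 15 min at room temperature in 100 mM Tris buffer, pH 8.0; read uses the 547/598 nm excitation/emission pair.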
ALOX15 inhib = qHTS Assay for Inhibitors of 15-hLO (15-human lipoxygenase). 1.4% of 74,000 active. purified 15hLO-1, xylenol orange hydroperoxide absorbance. Potency, µM (highest dose often 57.1 µM), inactives show top-dose activity change, negative = inhibition, usual class: inhibitors. Polyunsaturated fatty acid lipoxygenase ALOX15 (Homo sapiens), P16050; also: potency is read from the fitted curve at half-maximal effect; % is scaled to controls: 0 for no effect and ±100 for the full control effect; nearly all actives have a fitted effect of over 55% in size
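Quantitative HTS in 25 mM Hepes pH 7.5 containing 0.01% Triton X-100: human 15hLO-1 at 40 nM, arachidonic acid at 50 uM, 6 min turnover. Product quantified via ferrous oxidation/xylenol orange, 573:405 nm absorbance ratio.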
* marks the source's active call; other numbers are inactive results; i = inactive; ? = inconclusive; . = no result given; [ ] = another dose, or the depositor's remark. Unless noted, calls follow the shape of the dose curve; as a rule, active = well fitted curve in the direction sought with a large enough effect; inconclusive = small, poorly fitted or top-dose-only effect, or another doubt; inactive = no such curve, though single readings can be large; an effect the other way counts as inactive or inconclusive. A portion of the library; count on the stated rates, not on these rows.

structure,USP2a inhib,Caspase-7 inhib,ALOX15 inhib,Tau filament bind,Casp1 inh,HEK293 cAMP ctrl,Rhodamine autofl,BRCT inh green,HADH2 inhib,DNA Pol III inh,BRCT PPI red
CCOc1ccccc1N(CC(=O)NCC1CCCO1)C(=O)CCC(=O)Nc1ccccn1 (stereo not drawn),-2%,1%,11%,3%,-1%,7%,i,-0.6%,8%,-2%,-0.4%
CCOc1ccc(S(=O)(=O)N2CCC(C(N)=O)CC2)c2ccccc12,15%,1%,1%,18%,2%,4%,i,-0.3%,11%,1%,0.7%
COc1ccc(NC(=O)COC(=O)c2cnccn2)cc1Cl,30%[activator],-3%,8%,-24%,3%,-14%,i,-0.2%,4%,-1%,-0.8%
CCn1c(=O)n(CC)c2cc(S(N)(=O)=O)c(C)cc21,0%,0%,0%,-9%,1%,-2%,i,-0.7%,2%,-2%,-1.1%
COc1ccc(C2C(C(=O)NCCN(C)C)c3ccccc3C(=O)N2C)cc1OC (stereo not drawn),-3%,-1%,3%,-1%,?,-2%,i,-0.7%,4%,-2%,-0.5%
CCOC(=O)c1cc2c(n(-c3ccccc3)c1=O)CC(C)(C)CC2=O,-2%,-1%,8%,-12%,-1%,2%,i,-2.5%,-24%,-1%,-1.9%
COC(=O)C(c1ccccc1Cl)N1CCc2sccc2C1 (stereo not drawn),6%,-2%,-15%,.,2%,.,.,-0.1%[3.08 µM],.,.,0.5%
FC(F)(F)C(Cl)Br (stereo not drawn),.,1%,1%,-2%,-2%,-18%,.,-2.1%,40µM*,-1%,2.4%
CC(C)CCCC(C)C1CCC2C3CC=C4CC(O)CC[C@@]4(C)C3CC[C@@]12C (stereo partly drawn),36%[activator],0%,-1%,.,0%,.,.,-1.8%,.,.,0.2%
COC(=O)C(Cc1ccc(O)cc1)NC(=O)CCC(=O)Nc1ccc(S(N)(=O)=O)cc1 (stereo not drawn),1%,-1%,6%,-10%,0%,0%,i,-1.1%,2%,-2%,-0.6%
O=C1CCCc2c1cc(C(=O)Nc1ccc(Cl)cn1)c(=O)n2-c1ccccc1,31%[activator],-7%,3%,-11%,-5%,?,i,3.1%,0%,-4%,-3.9%
CCc1ccccc1NC1c2ccccc2C(=O)N1c1cccnc1 (stereo not drawn),5%,0%,1%,4%,-1%,27%,i,-0.9%,-5%,-1%,0.6%
COC(=O)c1cccc(NC(=O)CN2CCN(c3ccc(OC)cc3)CC2)c1,7%,-1%,3%,-5%,3%,?,i,1.0%,4%,10%,0.9%
c1cc2c(c(NCc3ccncc3)c1)CCCC2,.,-1%,3%,3%,1%,14%,.,-1.1%,-6%,0%,0.0%
CCN(c1cccc(C(F)(F)F)c1)S(=O)(=O)c1ccc2c(c1)CCN2C(C)=O,11%,-3%,-3%,7%,-1%,?,i,0.8%,4%,-8%,-1.5%
Cc1nn2c(-c3ccccc3)nnc2c2ccccc12,18%,-2%,-5%,38%,1%,?,i,1.7%,13%,-5%,-2.0%
O=C(Nc1ccc2c(c1)OCO2)C1CCCCN1S(=O)(=O)c1ccc(F)cc1 (stereo not drawn),26%,-2%,-27%,13µM*,-2%,16%,i,-1.1%,-3%,2%,1.5%
CCOC(=O)CSc1nnc(CSc2nc3sc4c(c3c(=O)[nH]2)CCC4)n1C,-10%,-12%,2%,8%,-8%,-4%,.,0.1%,-14%,-12%,1.1%
CS(=O)(=O)N1CCN(C(=O)C(Sc2ccccc2)c2ccccc2)CC1 (stereo not drawn),12%,0%,8%,-8%,-1%,4%,i,-2.3%,-29%,-2%,0.7%
Cc1ccc(C)c2[nH]c(=O)c(CN(Cc3ccco3)S(=O)(=O)c3ccc4c(c3)OCCO4)cc12,34%[activator],-3%,-17%,23%,-2%,1%,i,2.6%,24%,1%,-5.4%
CN(C)c1ccc(CNC2CC(C)(C)NC(C)(C)C2)cc1,5%,1%,8%,-9%,0%,-2%,i,0.3%,-7%,-8%,0.0%
Cc1nnc(N2C(=O)C(O)=C(C(=O)c3ccco3)C2c2ccc(F)cc2)s1 (stereo not drawn),.,-13%,50%[activator],29%,-8%,?,.,-4.2%,-17%,4%,0.4%
Cn1nnnc1SCC1=C(C(=O)O)N2C(=O)[C@@H](NC(=O)[C@@H](O)c3ccccc3)[C@@H]2SC1,-8%[17.1 µM],0%[25.7 µM],-2%[25.6 µM],-3%[25.6 µM],-2%[25.7 µM],3%[25.6 µM],i,-0.8%[34.4 µM],?,-1%[25.6 µM],0.0%[34.4 µM]
CCCS(=O)(=O)NCc1ccc2c(c1)cc(C)n2C,8%,-16%,-9%,78%,?,10%,i,-5.9%,0%,-2%,-7.0%
CCCSc1nc2c(c(=O)[nH]c(=O)n2C)n1Cc1ccc(C)cc1,-1%,-2%,0%,32%,-3%,20%,i,-2.5%,-2%,2%,0.9%
Cc1c(C(=O)OCCOc2ccccc2)[nH]c2c1C(=O)CCC2,-11%,-1%,?,-10%,0%,?,i,4.7%,-3%,4%,0.3%
O=C1CCCCCN1CP(=O)(O)CN1CCOCC1,0%,1%,12%,2%,0%,5%,i,-1.5%,-5%,4%,-0.6%
COc1ccc(C2CC(=O)C3=C(C2)Nc2ccccc2N(C(=O)C2CC2)C3c2cccnc2)cc1OC (stereo not drawn),17%,0%,3%,-13%,0%,-6%,i,-4.5%,-16%,-16%,-1.2%
COc1ccccc1NC(=O)C(C)NS(=O)(=O)c1ccccc1 (stereo not drawn),0%,1%,-2%,-2%,-2%,3%,i,0.3%,?,-3%,-1.6%
Oc1ccc(CN2CCCCC2)nc1-c1ccccc1,-4%,-1%,-5%,-9%,0%,-3%,i,-0.9%,?,-2%,0.3%

Printed as active in HADH2 inhib, among the entries above:
| mol | USP2a inhib | Caspase-7 inhib | ALOX15 inhib | Tau filament bind | Casp1 inh | Rhodamine autofl | BRCT inh green | HADH2 inhib | DNA Pol III inh | BRCT PPI red |
| --- | --- | --- | --- | --- | --- | --- | --- | --- | --- | --- |
| FC(F)(F)C(Cl)Br (stereo not drawn) | . | 1% | 1% | -2% | -2% | . | -2.1% | 40µM* | -1% | 2.4% |

(more compounds)
structure,USP2a inhib,Caspase-7 inhib,ALOX15 inhib,Tau filament bind,Casp1 inh,HEK293 cAMP ctrl,Rhodamine autofl,BRCT inh green,HADH2 inhib,DNA Pol III inh,BRCT PPI red
Cc1ccc(C2SCC(=O)N2Cc2cn3ccsc3n2)o1 (stereo not drawn),-7%,4%,-6%,15%,-6%,5%,i,-0.6%,-26%,-15%,-0.8%
c1cc2cn[nH]c2cc1NC1CCCCCC1,28%,-5%,-29%,?,-2%,2%,.,-1.1%,-27%,4%,0.4%
COc1ccc(Cl)cc1NC(=O)CN(C(=O)c1ccco1)C1CCCCC1,154%[activator],-1%,-13%,8%,-1%,4µM*,i,0.5%,6%,-2%,-0.1%
Cc1cc(C)nc(NS(=O)(=O)c2ccc(NC(=O)NC3CCCCC3)cc2)n1,3%,-2%,3%,12%,2%,7%,i,-1.7%,2%,1%,-0.2%
Cc1cc(N)n(-c2nc(-c3cccnc3)nc3ccccc23)n1,6%,-1%,-4%,-22%,0%,-1%,i,-1.4%,-5%,-3%,0.2%
CCCN(Cc1cc2ccc(C)cc2[nH]c1=O)C(=O)c1cccnc1,-1%,1%,-1%,-12%,0%,8%,i,-0.5%,4%,-1%,1.4%
O=C(Cn1cnc2c(cnn2-c2ccccc2)c1=O)c1ccc(Cl)cc1,.,0%,2%,-2%,1%,8%,.,-0.2%,7%,-4%,0.7%
